# Shn3 inh set2: reduction of Shn3 3'UTR firefly luciferase signal, primary screen, Schnurri-3 inhibitor project, cell-based, Clone20 osteoblasts, set 2 | Clone20 osteoblast Shn3 3'UTR firefly luciferase, 24 h | inhibition, % at 12.5 µM | actives 0.52% (n = 360,000);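 active means mean inhibition of at least 75% with every replicate also reaching 75%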;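 further: 0% = median of neutral control wells and 100% = pilot-screen positive control compound; some compounds past the cut are filed as inactive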
# Peg3 prom inh: Peg3 promoter-driven luciferase inhibitors, primary screen, cell-based, HeLa, luciferase luminescence; HeLa PEG-Prom luciferase reporter, overnight; inhibition, % at 20 µM; actives 1.7% (n = 360,000); AID 588405, 2011;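 active means inhibition of at least 50% at 20 µM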
# LMP1 NFkB inh: EBV LMP1-driven NF-kappaB luciferase reporter inhibitors, primary screen, cell-based, luminescence, single point; actives 0.69% (n = 350,000); LMP1-induced NF-kappaB luciferase reporter cells; inhibition, % at 12.5 µM; AID 504558, 2011; in the data active means inhibition above about 41%;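 further: 0% = neutral control wells and 100% = reference inhibitor control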
# NR2E3 ag-1: inhibitors of NR2E3-RetCOR corepressor binding, primary screen, NR2E3 agonist project, biochemical, TR-FRET, GST-NR2E3, biotin-RetCOR | AID 2300, 2010 | 1536-well | actives 0.12% (n = 320,000) | inhibition of corepressor binding, % at 4.78 µM;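 active means percent inhibition above the cutoff of mean plus 3 SD of all tested compounds, set per screening campaign, cut at about 20% in these data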;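 further: 0% = DMSO wells and 100% = biotin wells as full block of FRET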
# Target sequence (Q9Y5X4 whole entry, looked up): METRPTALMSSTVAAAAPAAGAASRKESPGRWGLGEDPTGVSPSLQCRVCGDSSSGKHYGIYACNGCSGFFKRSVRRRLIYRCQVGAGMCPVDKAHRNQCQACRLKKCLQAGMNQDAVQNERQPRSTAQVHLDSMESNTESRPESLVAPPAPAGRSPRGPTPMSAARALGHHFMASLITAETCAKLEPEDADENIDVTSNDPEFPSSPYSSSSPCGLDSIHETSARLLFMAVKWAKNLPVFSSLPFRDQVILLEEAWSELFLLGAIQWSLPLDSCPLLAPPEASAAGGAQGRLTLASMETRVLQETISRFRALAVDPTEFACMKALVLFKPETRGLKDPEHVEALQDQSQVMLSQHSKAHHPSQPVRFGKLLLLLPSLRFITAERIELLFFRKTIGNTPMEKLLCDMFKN
#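 Test system: GST-NR2E3 and biotin-RetCOR proteins | Quantity: 1.35 nM GST-tagged NR2E3 final | Medium: Tris pH 7.5 | Also added: 7 nM biotin-RetCOR | Dosing: Compound at 4.8 µM, single dose | Timing: 5 h at 4 °C | Detection: Time-resolved FRET | Read-out basis: Percent inhibition | Benchmarks: Biotin wells as high control, 0.6% DMSO wells as low control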
# CF NFkB inh: inhibitors of PAF-induced NF-kB signaling, primary screen, cell-based, GFP fluorescence, uHTS | KKLEB NF-kB-GFP reporter, GFP fluorescence overnight | inhibition, % at 5 µM | actives 0.86% (n = 360,000) | AID 588850, 2011;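 active means at least 50% inhibition at 5 µM, scaled per plate between neutral and stimulator controls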;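 further: PAF is a Pseudomonas aeruginosa culture filtrate used as stimulus; plate controls were PAF-stimulated DMSO wells for no effect and unstimulated DMSO wells for full effect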
# NR2E3 ag-2: NR2E3 agonists in two-hybrid cells, primary screen, cell-based, luminescence, CHO-S, Gal4-NCOR/VP16-NR2E3 | Photoreceptor-specific nuclear receptor (Homo sapiens), Q9Y5X4 | actives 0.35% (n = 360,000) | luciferase | AID 602229, 2012 | inhibition of corepressor binding, % at 3.98 µM;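 active means inhibition above the mean of all tested compounds plus 3 SD, cut at about 70% in these data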;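 further: 0% = DMSO with NR2E3 transfected cells and 100% = cells lacking NR2E3 construct; higher means lower luciferase signal from less NR2E3 corepressor binding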
# TRPM1 prom inh: inhibitors of MITF-dependent TRPM1 promoter reporter, primary screen, cell-based, SK-MEL-5, single point, luciferase | SK-MEL-5 TRPM1 promoter luciferase, 24 h | inhibition, % at 12.5 µM | actives 0.83% (n = 330,000) | AID 488899, 2010;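 active means mean inhibition across replicates of 60% or more, whatever share of single replicates reaches that level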; further: values of inactives mirror those of a sister screen read the other way
# HIF-2a inh: HIF-2a reporter inhibitors, primary screen, luminescence, 786-0 RCC cells; 786-0 RCC cells HIF-2a reporter, luciferase luminescence, overnight; actives 0.72% (n = 360,000); inhibition, % at 18.8 µM;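 active means inhibition of the luminescence signal of 40% or more relative to plate controls, in a single-dose primary screen at 18.75 µM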
# C8 TRAIL sens: viability loss with TRAIL in NB7+C8 cells, primary screen, TRAIL sensitizer project, cell-based, ATPlite luminescence. actives 1% (n = 360,000). AID 624354, 2012. inhibition (viability loss, TRAIL sensitization), % at 10 µM;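 active means compounds causing at least 50% loss of cell viability in the single-dose screen, relative to plate controls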
# KKLEB tox: cytotoxicity in KKLEB CF airway cells, primary screen, cytotoxicity control for CF NF-kB inhibitor project, cell-based, uHTS, fluorescence assay plates | KKLEB CF airway cells viability, ATPlite luminescence, overnight; active compounds read low; cells stimulated with P. aeruginosa culture filtrate | activity change (cytotoxicity), % at 5 µM | actives 0.36% (n = 360,000);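 active means corrected activity change at or below -50% at 5 µM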
# iPSC survival up: enhancers of single-cell hiPSC survival, primary screen, ATPlite luminescence | 100% = ROCK inhibitor wells, 0% = DMSO | survival enhancement, % at 20 µM | actives 0.044% (n = 360,000); in the data active means survival enhancement above about 18%;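 further: cells exposed to compounds for 16 hours before the ATP read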
# The depositor's hits bear a star; / = no result given. A portion of the library; the hit share may differ from the screen's.
SMILES	Shn3 inh set2	Peg3 prom inh	LMP1 NFkB inh	NR2E3 ag-1	CF NFkB inh	NR2E3 ag-2	TRPM1 prom inh	HIF-2a inh	C8 TRAIL sens	KKLEB tox	iPSC survival up
COc1ccc2c(c1O)-c1ccccc1CCN(C)C2	1	9	-6	-2	10	-5	-3	4	-15	-8	-2.3
O=C(NCC1CCCO1)c1ccc(Cl)c(S(=O)(=O)N2CCCCC2)c1 (stereo not given)	8	10	3	0	-2	-7	8	4	11	0	1.5
O=C(NCc1ccccc1)C1=C[C@H](c2coc3ccccc3c2=O)C[C@H](OCc2ccc(CO)cc2)O1	-1	19	2	-1	-5	12	6	9	-6	6	1.8
COC(=O)CN(C#N)c1nc(NCc2ccccc2)nc(OC)n1	-6	9	-21	/	-2	2	13	14	-2	3	-0.5
COc1ccc(-c2csc(NC(C)c3nc4cc(Cl)c(Cl)cc4n3CCCO)n2)cc1 (stereo not given)	42	3	-6	3	13	16	-2	-67	22	-20	1.8
O=C(CSc1nncn1-c1ccccc1)Nc1ccc(N2CCOCC2)cc1	-19	3	-4	1	4	-14	0	19	-5	0	2.3
Cc1ccc(COCCN2CCN(S(=O)(=O)c3ccc(C)cc3)CCC2=O)cc1	14	8	0	1	-13	19	1	3	-1	3	-4.6
CN(C)CCCNC(=O)C1(O)c2cc(Br)ccc2NC(=O)N1c1c(F)cccc1F (stereo not given)	9	10	2	-1	-1	4	/	1	-3	0	-0.1
O=C1CC(O)(C(F)F)Oc2ccc3ccccc3c21 (stereo not given)	0	-20	-6	2	9	-60	-12	-29	1	-4	0.9
CCOC(=O)N1CCN(C(=O)C2CCN(S(=O)(=O)c3ccc(F)cc3)CC2)CC1	7	10	8	1	12	-9	2	11	-8	-12	1.2
O=S(=O)(c1ccccc1)N1CCN(CCOc2ccc(F)cc2)CC1	-3	4	3	/	-16	0	/	9	7	22	5.5
O=C(CNS(=O)(=O)c1ccccc1)OCC(=O)c1c[nH]c2ccccc12	-26	-1	-14	2	-22	-12	/	16	-5	5	0.2
COc1ccc(/C=C(\NC(=O)c2ccccc2)C(=O)NCc2cccnc2)cc1	16	4	3	-2	-14	0	1	4	8	-3	-0.3
O=C(NC1CCCCC1)C(c1ccc2ncccc2c1)N(Cc1cccs1)C(=O)c1cccs1 (stereo not given)	-62	25	15	1	-7	-42	13	15	6	-13	-1.7
COC(=O)Nc1sc2c(c1C(=O)NCc1ccco1)CCC2	-17	15	2	1	-3	-24	9	11	-1	-5	0.6

# (more compounds)
SMILES	Shn3 inh set2	Peg3 prom inh	LMP1 NFkB inh	NR2E3 ag-1	CF NFkB inh	NR2E3 ag-2	TRPM1 prom inh	HIF-2a inh	C8 TRAIL sens	KKLEB tox	iPSC survival up
CCOC(=O)Cc1csc(NC(=O)c2cc(OC)cc(OC)c2)n1	12	-5	-3	2	2	-13	5	3	16	1	0.6
O=C(CCCCCN1C(=O)c2cccc3cccc(c23)C1=O)NCCCO	-14	-2	4	8	-12	11	-6	-13	7	1	-0.2
CC(OC(=O)c1ccc2noc(-c3ccccc3)c2c1)C(N)=O (stereo not given)	-17	-69	-13	2	-15	-146	0	-112	-11	6	0.5
CC(Oc1ccccc1F)C(=O)NC1CCS(=O)(=O)C1 (stereo not given)	3	-16	-6	4	6	1	3	4	-12	3	-0.2
CCCC(=O)NNC(=O)c1c(O)c2ccccc2[nH]c1=O	25	11	-5	1	-3	-12	-7	3	3	4	0.0
CCCC(=O)C1=C(O)C(C(=O)OC)C(C)(C)CC1=NCCCCCC(=O)O (stereo not given)	6	-1	6	-2	-14	-5	-8	19	-22	4	1.1
O=C(NC1CC1)C1=C[C@@H](c2ccc(C(F)(F)F)cc2)C[C@@H](OCCCCO)O1	3	-33	2	3	-41	-25	-3	-35	-7	24	-1.4
S=c1[nH]nc(COc2ccccc2)n1/N=C/c1ccc(Br)s1	-12	26	6	-5	6	-15	2	15	11	-6	-1.7
COc1ccc(S(=O)(=O)N(CC(=O)NC2CC2)Cc2ccccc2)cc1	-4	-34	-2	3	-4	-64	9	-19	2	-7	-0.5
O=C(COC(=O)C1CCN(S(=O)(=O)c2cccs2)CC1)c1ccc2c(c1)OCCO2	3	13	-1	1	5	4	4	10	7	-1	-0.4
CCOc1ccc(NS(=O)(=O)c2cc(C(=O)NCCCN3CCCC3=O)ccc2C)cc1	-4	14	0	-3	-13	-13	-1	19	5	4	0.5
Clc1cccc(Cl)c1Cn1cc(Br)cn1	-5	7	-5	-6	13	1	-5	5	-22	-5	5.0
O=C(NCCc1cccc(Cl)c1)c1ccc2c(c1)OCO2	-69	-142	13	2	19	-182	-22	-86	57*	2	-0.6
COC(=O)CCC(=O)N1CCCC(CO)(Cc2ccccc2)C1 (stereo not given)	-93	-242	-21	3	-8	-70	-84	-223	-10	-12	4.2
CCN(CC)c1ccc(/C=N/Nc2nc(C)cc(C)n2)cc1	-3	-23	/	-10	-12	-50	/	-56	0	-8	0.0

# Remaining list, next part
SMILES	Shn3 inh set2	Peg3 prom inh	LMP1 NFkB inh	NR2E3 ag-1	CF NFkB inh	NR2E3 ag-2	TRPM1 prom inh	HIF-2a inh	C8 TRAIL sens	KKLEB tox	iPSC survival up
COc1ccc(NC(=O)CN2C(=O)CSC(C)C2=O)cc1 (stereo not given)	18	55*	-4	1	4	-22	1	16	-4	4	-0.3
Cc1ccc(OCCSc2cc(C)nc(N)n2)cc1	-4	-16	-1	1	-2	-54	-13	-128	2	6	1.9
COc1ccccc1NC(=O)NNC(=O)COc1ccc2ccccc2c1	6	17	5	4	-1	11	3	14	1	-16	0.6
CC(C)NC(=O)COc1ccc(Cl)cc1Cl	-10	-6	-3	-1	-2	-1	-4	-34	3	0	-1.0
N#Cc1ccc(C(=O)CSc2n[nH]c(=O)n2Cc2ccco2)cc1	15	3	0	0	2	14	11	7	5	-4	-0.2
O=C(NCc1ccccc1)C(c1ccc(F)cc1)N(Cc1ccco1)C(=O)c1ccccn1 (stereo not given)	25	17	-5	2	2	-5	6	12	4	-4	1.6
O=C(NCCN1CCCCCC1)C1CCC(CNS(=O)(=O)c2cccc3cccnc23)CC1 (stereo not given)	-1	6	-6	1	0	-40	2	4	-12	2	-1.5
COc1ccc(CCNc2nc(-c3cccnc3)cs2)cc1OC	2	-32	12	3	17	-6	-24	-37	-6	-3	0.1
O=C1c2ccccc2N2C(=O)c3ccccc3C2N1Cc1ccccc1 (stereo not given)	6	-1	3	1	-22	-29	12	8	12	-1	-0.5
CCCSc1nc(N)c2c3c(sc2n1)CN(C)CC3	-14	-101	-4	1	-18	-25	-43	-86	5	5	8.7
O=C(COC(=O)C1(c2ccc(F)cc2)CCCC1)N1CCc2ccccc21	4	8	1	-2	-20	-5	4	23	22	7	0.9
Cc1cc(Br)ccc1OCCCCNC(C)(C)C	11	7	-9	4	13	14	-6	10	4	-9	-4.9
Cc1cccc2c(=O)c(C(=O)N3CCCCCC3)c[nH]c12	-23	1	2	0	5	-22	4	-22	-9	-6	1.0
Cc1ccc2c(c1)C1C[N+](C)(CC(=O)c3ccccc3)CCC1N2C(=O)c1ccccc1Cl (stereo not given)	-14	-25	-12	/	-2	-17	-4	-8	-6	5	-1.0
Nc1c(C(=O)O)cnn1-c1ccccc1	-13	-8	-9	0	1	-35	-4	-4	0	0	0.0

# (list continues)
SMILES	Shn3 inh set2	Peg3 prom inh	LMP1 NFkB inh	NR2E3 ag-1	CF NFkB inh	NR2E3 ag-2	TRPM1 prom inh	HIF-2a inh	C8 TRAIL sens	KKLEB tox	iPSC survival up
CN(C(=O)COC(=O)COc1ccccc1Cc1ccccc1)c1ccccc1	-5	1	3	-1	4	-2	-1	7	5	2	0.2
COc1ccc(-c2oc(=O)c3cc(OC)c(OC)cc3c2/C=C/c2ccc(OC(C)=O)cc2)cc1	4	5	-9	/	-22	1	-3	-28	4	8	-3.7
O=C1NC2(CCCCC2)CO1	-12	-7	-5	5	-9	0	10	8	-11	-12	-2.4
CNC(=S)NNC(=O)c1ccc(=O)n(Cc2cccc(C(F)(F)F)c2)c1	3	1	-6	4	-8	-2	-10	16	-12	4	-0.6
COC(=O)Nc1ccc(S(=O)(=O)N2CCN(C)CC2)cc1	-1	13	-10	-2	-3	-21	-3	10	-15	-21	3.3
Clc1ccc(-c2ccn[nH]2)cc1	-17	-57	-1	2	22	-34	-8	-94	0	-2	1.3
O=C(c1cc2cc(Cl)ccc2[nH]1)N1CCN(Cc2ccc3c(c2)OCO3)CC1	-7	17	-6	0	14	-30	6	-24	29	3	-0.5
Cc1cc(S(=O)(=O)N2CCCC(N3CCOCC3)C2)c(C)cc1Cl (stereo not given)	-1	10	1	-2	2	7	5	24	-1	-6	0.1
CC(C)=CCc1c(O)cc2oc3c(CC=C(C)C)c(O)c(O)c(CC=C(C)C)c3c(=O)c2c1O	85	39	2	2	36	-35	/	23	14	-27	0.2
CCOC(=O)C(C)S(=O)(=O)c1ccc(C(F)(F)F)cn1 (stereo not given)	-4	8	19	2	2	-22	5	22	-19	5	2.1
N#Cc1ccccc1NC(=O)CN1CCOCC1	-9	13	-2	0	6	3	-7	8	-1	-13	0.1
CCOC(=O)c1c(-c2ccc(Cl)cc2)csc1NC(=O)CNCc1ccco1	9	7	6	-2	14	-47	2	18	-7	-22	-0.2
COc1ccccc1N1CCN(C(=O)CSc2nnc(-c3ccoc3C)o2)CC1	9	23	-2	1	0	-10	2	4	9	-6	-2.9
CCOC(=O)C1CCCCN1C(=O)c1cc2ccc(OC)cc2c2cc(OC)c(OC)cc12 (stereo not given)	0	41	5	/	-23	7	-3	19	13	12	5.4
O=C(c1cnn(-c2nc3ccccc3s2)c1)c1ccccc1O	-24	-218	-3	0	-22	-96	-28	-89	23	6	-3.8
CC(OC(=O)Cc1coc2cc3c(cc12)CCC3)C(=O)NC(N)=O (stereo not given)	6	-26	0	1	-9	-50	-15	1	1	13	-1.9

# Retrieved by compound from the entries so far:
SMILES	Shn3 inh set2	Peg3 prom inh	LMP1 NFkB inh	NR2E3 ag-1	CF NFkB inh	NR2E3 ag-2	TRPM1 prom inh	HIF-2a inh	C8 TRAIL sens	KKLEB tox	iPSC survival up
Clc1cccc(Cl)c1Cn1cc(Br)cn1	-5	7	-5	-6	13	1	-5	5	-22	-5	5.0
CC(Oc1ccccc1F)C(=O)NC1CCS(=O)(=O)C1 (stereo not given)	3	-16	-6	4	6	1	3	4	-12	3	-0.2
CC(C)NC(=O)COc1ccc(Cl)cc1Cl	-10	-6	-3	-1	-2	-1	-4	-34	3	0	-1.0
